# Source: PubChem (National Center for Advancing Translational Sciences (NCATS))
# HBB splicing – modulators of hemoglobin beta chain splicing; HBB splicing reporter cell assay, activation; EGFP reporter with mutant IVS2-654 intron; response scale: normalised to 500 nM splice-correcting PNA; Potency, µM (doses to about 46.1 µM), without a hit: top-dose activation, usual class: activators; 65,000 compounds, 0.06% hits; note: potency is the fitted concentration of half-maximal effect; 0% is about no effect
#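 HeLa cells stably expressing EGFP interrupted by mutant beta-globin intron 2 (IVS2-654), 500/well in 2% FCS. Treated with compound for 2 days at 37C. Splicing correction scored as total well GFP intensity (488 nm excitation, 500-520 nm emission); 500 nM antisense PNA served as control.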
# Hsp90 Hop PPI – changes Hsp90-Hop TPR2A binding signal, up or down; 71,000 compounds, 0.44% hits; Potency, µM (top dose mostly 57 µM), for the others: at the highest dose activity change, negative = inhibition; AlphaScreen TPR2A-His6 binding biotin-Hsp90 C-terminal peptide; AID 595; active = well fitted curve in either direction with a large enough effect; inconclusive = small, poorly fitted or top-dose-only effect, or another doubt; note: potency is the fitted concentration of half-maximal effect; % is set by controls: 0 for no effect and ±100 for the full control effect; many of its hits are not listed in these tables
# GFP derepression – epigenetic GFP locus derepression in mouse cells; mouse C127i GFP locus derepression, cytometry, 30 h; 68,000 compounds, 0.09% hits; Potency, µM (doses to about 46.1 µM), without a hit: top-dose GFP derepression (activation); AID 597; note: % of control where 0% means no effect
#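 Read-out is the number of GFP-positive cells, scored as fluorescent objects 20 to 120 um wide, reflecting derepression of a silenced CMV-GFP reporter in murine C127i cells after 30 h compound exposure at 37 C.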
# Ub-GFP proteasome – ubiquitin-GFP accumulation via proteasome inhibition | Ubiquitin-GFP reporter cells, proteasome inhibition, GFP fluorescence; response scale: untreated = 0%, 10 µM MG-132 = 100% | Potency, µM (doses to about 45.9 µM), without a hit: at the top dose activation (GFP accumulation), actives largely listed as activators | 67,000 tested, under 10 active | AID 526; active = well fitted activation curve with a large enough effect, not every such curve was filed as active; inconclusive = small, poorly fitted or top-dose-only effect, or another doubt; inactive = no such curve, though single readings can be large or run the other way; note: potency is the fitted concentration of half-maximal effect
#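 GFP accumulation read-out: laser plate cytometry counting ubiquitin(G76V)-GFP-expressing U2OS cells after 4 hr compound exposure at 37 °C. Titrations spanned 46 uM to 2.9 nM; 0% = basal, 100% = 10 uM MG-132; concentration-response curves fitted.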
# BRCT PPI red – inhibitors of human BRCA1 BRCT-phosphoprotein interaction (red fluorophore) | BRCT-phosphopeptide binding, red fluorescence polarization | Potency, µM (top dose mostly 76.9 µM), without a hit: top-dose activity change, negative = inhibition, usual class: inhibitors | P38398 | 75,000 compounds, 0.03% hits; note: % is set by controls: 0 for no effect and ±100 for the full control effect
#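 Fluorescence polarization: 100 nM His-tagged BRCA1 BRCT with 100 nM TAMRA-labelled phospho-BACH1 decapeptide, phosphate buffer pH 7.3 with 150 mM NaCl, DTT, 0.01% Tween 20; 12 min RT. Binding inhibition seen as FP decrease.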
# 15-hLO inh – inhibitors of human 15-lipoxygenase (ALOX15) | P16050 | purified 15hLO-1, xylenol orange hydroperoxide absorbance | Potency, µM (highest dose often 57.1 µM), inactives show at the highest dose activity change, negative = inhibition, usual class: inhibitors | 74,000 compounds, 1.4% hits | AID 887; note: potency is the fitted concentration of half-maximal effect; % is set by controls: 0 for no effect and ±100 for the full control effect; nearly all actives have a fitted effect of over 55% in size
# Target sequence (P16050 whole entry, looked up): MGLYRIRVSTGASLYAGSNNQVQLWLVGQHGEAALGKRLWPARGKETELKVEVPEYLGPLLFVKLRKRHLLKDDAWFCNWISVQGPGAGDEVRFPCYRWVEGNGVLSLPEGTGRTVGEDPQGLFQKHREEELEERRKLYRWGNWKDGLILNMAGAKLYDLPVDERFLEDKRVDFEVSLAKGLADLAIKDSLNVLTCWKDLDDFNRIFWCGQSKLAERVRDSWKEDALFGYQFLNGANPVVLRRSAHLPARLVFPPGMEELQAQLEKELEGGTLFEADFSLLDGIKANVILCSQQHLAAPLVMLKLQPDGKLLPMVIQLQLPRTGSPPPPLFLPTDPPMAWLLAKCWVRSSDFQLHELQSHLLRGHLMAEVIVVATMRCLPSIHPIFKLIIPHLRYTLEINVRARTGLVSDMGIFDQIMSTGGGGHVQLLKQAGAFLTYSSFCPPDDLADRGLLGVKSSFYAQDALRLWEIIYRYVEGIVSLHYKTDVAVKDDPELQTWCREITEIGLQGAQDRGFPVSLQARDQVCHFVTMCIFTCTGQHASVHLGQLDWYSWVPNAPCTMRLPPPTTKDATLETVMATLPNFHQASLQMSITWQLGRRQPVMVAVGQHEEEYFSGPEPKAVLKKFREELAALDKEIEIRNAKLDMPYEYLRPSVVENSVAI
#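 Quantitative HTS in 25 mM Hepes pH 7.5 containing 0.01% Triton X-100: human 15hLO-1 at 40 nM, arachidonic acid at 50 uM, 6 min turnover. Product quantified via ferrous oxidation/xylenol orange, 573:405 nm absorbance ratio.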
# A350 autofl – A350 region autofluorescence; 59,000 compounds, 11% hits; max dye-equivalent concentration, M; Compound autofluorescence, 340/450 nm, Alexa 350 dye-equivalents; hits give high values; in the data active = max dye-equivalent concentration above about 10 nM; inconclusive = mostly about 1.1 nM to 9.6 nM
# BRCT inh green – BRCA1 BRCT-phosphoprotein interaction inhibition; AID 875; P38398; Potency, µM (doses to about 76.9 µM), inactives show top-dose activity change, negative = inhibition, actives largely listed as inhibitors; 75,000 compounds, 0.05% hits; BRCA1 BRCT-phosphopeptide binding, green fluorescence polarization;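 note: potency is the fitted concentration of half-maximal effect; plate controls were peptide without protein for full effect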
#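 Fluorescence polarization: His-tagged BRCT (~35 kDa BRCA1 C-terminus, 250 nM) bound to 100 nM fluorescein-labeled phosphorylated 10-aa BACH1 peptide, pH 7.3 phosphate buffer with DTT and Tween 20. Compounds incubated 12 min at room temperature; inhibition read as lowered polarization.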
# 4-MU autofl – 4-MU region autofluorescence | max dye-equivalent concentration, M | compound autofluorescence, 340/450 nm, 4-MU equivalents; hits give high values | AID 589 | 59,000 compounds, 11% hits; in the data active = max dye-equivalent concentration above about 10 nM; inconclusive = mostly about 1.1 nM to 9.6 nM
#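 Compounds in 100 mM Tris, pH 8.0, sat 15 min at room temperature before fluorescence was read at 340 nm excitation/450 nm emission; a per-plate six-point 4-MU standard curve converted signals to dye-equivalent concentration at each compound concentration.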
# Pol III holo inh – blocks replication by bacterial DNA polymerase III holoenzyme. 71,000 compounds, 0.25% hits. AID 603. Potency, µM (top dose mostly 57.1 µM), without a hit: at the top dose activity change, negative = inhibition. reconstituted DNA polymerase III holoenzyme replication, biochemical; note: potency is the fitted concentration of half-maximal effect; % is set by controls: 0 for no effect and ±100 for the full control effect
#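 Reconstituted *E. coli* holoenzyme (0.35 nM Pol III, 1 nM beta, 154 nM SSB, 2 nM primase) was preincubated with compound for 15 min at RT. Synthesis on 1.4 nM ssM13Gori ran 35 min, then was stopped with PicoGreen/EDTA and read as dsDNA fluorescence.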
# CRE-bla Fsk – alters forskolin-stimulated CRE reporter signaling in CHO cells; CHO CRE-bla reporter (cAMP response element driving beta-lactamase), forskolin EC10, beta-lactamase ratio; Potency, µM (series often up to 38.2 µM), for inactives: at the top dose activity change, negative = inhibition, usual class: activators; 71,000 compounds, 2.5% hits; active = well fitted activation curve with a large enough effect in the signal ratio, with a control signal flat, not every such curve was filed as active; inconclusive = small, poorly fitted or top-dose-only effect, or effect the other way, or a change in a side signal; the % refers to the signal ratio; note: potency is the fitted concentration of half-maximal effect; % of control where 0% means no effect
#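 Cells were plated overnight at 37 °C, exposed to compound titrations plus EC10 NKH 477 for 3 h, then given CCF4 dye for 2 h at room temperature. Blue/green (460/530 nm) ratio was converted to %Activity and AC50 values calculated.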
# * = called active by the depositor; i = inactive; ? = inconclusive; . = not tested or not shown; & = joins results of further samples; [ ] = another dose, or the depositor's remark. Unless noted, calls come from the whole dose curve; as a rule, active = well fitted curve in the direction sought with a large enough effect; inconclusive = small, poorly fitted or top-dose-only effect, or another doubt; inactive = no such curve, though single readings can be large; an effect the other way counts as inactive or inconclusive. Random draw from the library; about 12% have a hit in one of these screens.
SMILES,HBB splicing,Hsp90 Hop PPI,GFP derepression,Ub-GFP proteasome,BRCT PPI red,15-hLO inh,A350 autofl,BRCT inh green,4-MU autofl,Pol III holo inh,CRE-bla Fsk
Brc1cc(Oc2cc(Br)c(Br)c(Br)c2Br)c(Br)c(Br)c1Br,0.0%,-11%,.,.,-0.1%,1%,.,-0.9%,.,-3%,-3%
COc1ccc(C(=O)OCC(=O)c2ccc(C)c(S(=O)(=O)N3CCOCC3)c2)cc1OC,-1.0%,-8%,2%,0%,-1.1%,0%,i,1.5%,i,0%,-12%
N[C@@H](Cc1ccc(O)c(O)c1)C(=O)O,-0.1%[20.6 µM],-6%[26 µM],-2%[20.6 µM],2%[20.5 µM],-0.8%[34.4 µM],-9%[25.6 µM],?,-1.0%[34.4 µM],?,?,-5%[17.1 µM]
CCCC(CCC)C(=O)O,0.0%&0.8%,2%&1%,-1%,-5%,0.3%&1.2%&-0.5%,1%&-10%&4%,i,2.0%[3.08 µM],i,2%&-1%,-9%&-3%
CC(=O)N1CCc2cc(Br)cc(S(=O)(=O)NCC3CCCO3)c21 (configuration not stated),-0.3%,-8%,4%,2%,-1.1%,4%,i,0.1%,i,2%,0%
CCC#CCOCC(=O)Nc1ccccc1,1.9%,-4%,.,.,-0.4%,.,.,-0.9%,.,-10%,5%
O=C(Nc1ccc(-c2noc(CCc3ccccc3)n2)cc1)c1ccco1,0.6%,8%,-2%,-4%,-4.8%,-5%,i,1.6%,i,1%,?
COC(=O)N1CCC2(CCCN(c3ccccn3)C2)CC1,1.7%,-3%,0%[9.22 µM],-15%,-1.6%,3%,i,3.5%,i,3%,6%
Cc1ccc(-n2[nH]c(C)c(/C=N/n3c(C)nc4ccccc4c3=O)c2=O)cc1,-1.2%,-2%,0%,6%,-1.1%,3%,i,-3.2%,i,-5%,-1%
N#CC1=C(N)Oc2ccccc2C12C(=O)Nc1n[nH]c(-c3ccccc3)c12 (configuration not stated),-0.8%,-7%,-3%,3%,-2.6%,-4%,i,-1.2%,i,-2%,-12%
Clc1ccc(-c2nnc(NC3=NCCCCC3)o2)cc1,0.7%[57.5 µM],-4%,4%,-6%,-2.3%,6%,i,0.8%,i,1%,-10%
Cc1oc(C)c(C(=O)Nc2ccc(CC(=O)O)cc2)c1C(=O)Nc1ccc(CC(=O)O)cc1,-0.7%,?,0%,-3%,-1.2%,10%,i,-0.3%,i,-1%,-3%
O=C(Nc1nc2ccccc2n1CCOc1ccc(Cl)cc1)c1ccco1,0.0%,-5%,12%,6%,-1.0%,-4%,.,-0.2%,.,3%,?
CN1C(=O)CC(P(=O)(c2ccccc2)c2ccccc2)N(C)C1=O (configuration not stated),-0.4%[0.0738 µM],-3%[11 µM],2%,3%[9.17 µM],-1.6%,2%[11.4 µM],.,0.0%,.,2%[11.4 µM],-11%[7.6 µM]
O=C1Nc2ccccc2N=C(c2ccccc2)C1N1CCOCC1 (configuration not stated),.,-3%,0%,-2%,-0.4%,-6%,?,-0.8%,?,-2%,-3%
Cc1noc(NS(=O)(=O)c2ccc(NC(=O)CSc3nc4c(cc3C#N)CCC4)cc2)c1C,0.9%,-3%,-2%,-3%,-4.7%,-26%,.,-5.9%,.,-1%,0%
CCC(C(=O)OC)n1cnc2c(nnn2-c2ccc(OC)cc2)c1=O (configuration not stated),0.3%[1.84 µM],3%,0%,14%,0.2%,12%,?,-3.9%,?,-3%,20%
COc1ccc(CN(C2CCCC2)S(=O)(=O)c2ccc(-n3cnnn3)cc2)cc1OC,.,-2%,0%,-2%,1.3%,-14%,i,2.8%,i,-7%,12%
COC(=O)c1ccc(NS(=O)(=O)c2ccc(OC)cc2)cc1,-0.8%,0%,3%,-6%,-0.5%,4%,?,-0.4%,i,-2%,-6%
CCOC(=O)c1cc(C)n(CCc2ccccc2)c1C,-1.7%,8%,-2%,0%,-0.2%,-6%,i,0.4%,i,-3%,0%
Cc1nn(-c2ccccc2)c(CC(C)(C)C(=O)O)c1C(=O)O,1.3%,-5%,0%,6%,-0.3%,13%,i,1.5%,i,-3%,?
Nc1c(C(=O)NCc2cccnc2)sc(=S)n1-c1ccccc1,-4.8%,-7%,0%,6%,0.2%,?,.,-4.3%,.,-2%,0%
N=C(N)SCc1cccc2c(=O)cc(-c3ccccc3)oc12,1.3%[9.22 µM],-1%[11 µM],3%[9.22 µM],-4%[9.17 µM],-0.8%[15.4 µM],16%[11.4 µM],4.5e-08M*,-1.5%[15.4 µM],2.9e-08M*,-6%[11.4 µM],15%[7.6 µM]
CCCC1CCC(C(=O)Nn2cnc3ccccc3c2=O)CC1 (configuration not stated),-0.5%,-4%,0%,2%,-0.2%,-5%,i,-0.6%,i,-2%,-5%
FC(F)(F)c1ccc(Sc2nnc(-c3cccs3)n2CC2CCCO2)nc1 (configuration not stated),-0.2%[57.5 µM],2%,0%,1%,-0.8%,-3%,i,-0.4%,i,-4%,0%
CCOc1ccc2[nH]c(=O)c(CN(Cc3ccco3)Cc3nnnn3Cc3ccccc3)cc2c1,0.5%[57.5 µM],-2%,-2%,-5%,1.7%,-4%,4.2e-08M*,-0.9%,4.7e-08M*,-2%,?
Cc1nn(-c2ccccc2)c(C)c1NC(=O)c1ccc(S(=O)(=O)N2CCCC2)cc1,-1.0%,0%,-2%,-1%,0.3%,4%,i,-2.1%,i,4%,?
COc1ccccc1N(C(C)=O)C1SC(=O)N(c2ccccc2)C1=O (configuration not stated),-1.3%,-4%,2%,14%,0.7%,0%,i,-0.6%,i,-2%,-16%
CCOc1cc(C2C(C#N)=C(N)OC3CCCC(=O)C32)ccc1OCCN1CCOCC1 (configuration not stated),-4.4%[57.5 µM],-3%,2%,1%,0.7%,6%,i,-0.7%,i,0%,12%
N#Cc1nc(-c2ccc(OCc3ccccc3)cc2)oc1N1CCOCC1,4.1%[0.369 µM],-12%,2%,-1%,-0.1%,-5%,1.4e-08M*,-1.6%,1.4e-08M*,-4%,-2%
CN(C)c1nc(Oc2ccc(=O)n(-c3ccccc3)n2)nc(N2CCOCC2)n1,-0.2%,-1%,-1%,4%,0.9%,8%,i,0.5%,i,-2%,?
CCc1nc(SCC(=O)Nc2cc(C)on2)c2c(=O)n(C)c(=O)n(C)c2n1,0.6%,-1%,.,9%,-1.4%,5%,.,0.8%,.,-4%,?
COC(=O)c1ccc(N(CC(=O)NC2CCCC2)C(=O)CNC(=O)c2ccco2)cc1,.,1%,-1%,0%,-1.9%,-9%,i,-1.9%,i,4%,-3%
COc1ccc(NC(=O)c2nnn(Cc3cccc(F)c3)c2N)c(OC)c1,-1.8%,-8%[2.3 µM],.,-5%,0.7%,-6%,.,-1.1%,.,-8%,1%
Cc1ccc(-c2csc(/C(C#N)=C(\O)CN3CCN(C(=O)c4ccco4)CC3)n2)cc1,0.0%[57.5 µM],-4%,4%,2%,2.0%,13%,i,0.4%,i,8%,?
CC(C)OCCCNC(=O)c1ccc(NC(=O)C2CCCO2)cc1 (configuration not stated),0.5%,-4%,4%,-4%,-0.4%,18%,i,-1.2%,i,0%,-1%
Nc1nc(SCc2nc3scc(-c4cccs4)c3c(=O)[nH]2)n[nH]1,0.5%[57.5 µM],-1%,-2%,2%,1.0%,4%,i,0.8%,i,-4%,6%
O=C(c1ccco1)N(Cc1ccco1)c1ccc(O)cc1,-0.2%,-3%,2%,0%,-1.2%,5%,i,-2.1%,i,-6%,-6%
Cc1ccc(C(=O)CN2CCC(NC(=O)C3CCCCC3)CC2)cc1,.,-7%,0%,0%,0.1%,-15%,i,0.0%,i,-6%,-12%
COc1ccc(N2CC(C(=O)Nc3ccc4c(c3)OCO4)CC2=O)cc1 (configuration not stated),.,-1%,-3%,-3%,1.0%,-4%,i,-5.9%,i,-4%,-3%
CN(CCc1ccccn1)C(=O)CCNC(=O)Cn1cnc2ccccc2c1=O,-0.5%,-4%,9%,-5%,-1.4%,6%,i,-1.0%,i,-2%,-2%
